# CAL PDZ FP-1 – inhibitors of human CAL PDZ peptide binding; purified CAL PDZ, TMR-peptide fluorescence polarization, 1 h; inhibition, % at 24.9 µM; 300,000 compounds, 0.92% hits; Q9HD26; AID 602252;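 active means mean inhibition of at least 30% with at least half of replicates also reaching 30%; inconclusive means no clear call, values can overlap the other calls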;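 further: 0% = DMSO neutral control and 100% = excess unlabeled competitor peptide PRC23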
# Rtt109 HAT inh – inhibitors of Candida albicans Rtt109/Vps75 histone acetyltransferase. inhibition, % at 34.9 µM. 330,000 compounds, 0.16% hits. Q5AAJ8. AID 540336. purified Rtt109/Vps75, ThioGlo CoA-SH fluorescence, 4 h;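 active means inhibition of at least 50% in every replicate; inconclusive means best replicate reaches 50% inhibition but some replicates fall short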
# Target sequence (Q5AAJ8 whole entry, looked up): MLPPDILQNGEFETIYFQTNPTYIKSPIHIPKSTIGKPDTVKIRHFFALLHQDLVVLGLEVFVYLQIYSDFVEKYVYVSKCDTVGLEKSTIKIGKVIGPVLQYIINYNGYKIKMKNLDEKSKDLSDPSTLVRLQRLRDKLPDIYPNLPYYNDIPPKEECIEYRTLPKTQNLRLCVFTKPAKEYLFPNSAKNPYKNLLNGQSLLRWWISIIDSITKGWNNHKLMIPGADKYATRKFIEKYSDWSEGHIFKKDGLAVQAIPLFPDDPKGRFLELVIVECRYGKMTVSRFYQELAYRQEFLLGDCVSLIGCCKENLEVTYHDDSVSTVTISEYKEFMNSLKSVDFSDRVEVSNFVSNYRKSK
# LANA DNA inh – KSHV C-LANA DNA binding inhibition; 340,000 compounds, 0.078% hits; inhibition, % at 9 µM; MBP-C-LANA/FAM-LBS DNA binding, fluorescence polarization;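 active means highest replicate inhibition at or above 60% at 9 µM, even if other replicates fall short; inactive means all replicates below 60% inhibition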;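 further: 0% = neutral control wells and 100% = 4 µM acridine orange control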
# Keap1 Nrf2 FP – Keap1-Nrf2 (human) interaction inhibition; Q14145; inhibition, % at 9.4 µM; 340,000 compounds, 0.15% hits; Keap1 Kelch-Nrf2 peptide fluorescence polarization, 1536-well; in the data active means inhibition above about 12%; inconclusive means no clear call, values can overlap the other calls; inactive means below about 7.3%;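 further: human Keap1 Kelch domain with fluorescein labeled Nrf2 9mer peptide probe; 0% = neutral control wells and 100% = peptide positive control; higher means more block of Keap1 binding to Nrf2 peptide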
# SR-BI DiI-HDL act – SR-BI HDL lipid transfer activation; 320,000 compounds, 0.096% hits; CHO ldlA[mSR-BI] cells, DiI-HDL uptake fluorescence, 3 h; 100 = double the neutral-control signal; activation, % at 12.5 µM; AID 504775;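 active means mean replicate activation of at least 60% and every replicate at or above 60%; inconclusive means mean or all-replicate condition met, but not both; inactive means mean below 60% and not all replicates reaching 60%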;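 further: 0% = median plate neutral-control signal and 100% = twice that signal; values of inactives mirror those of a sister screen read the other way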
#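 material = CHO ldlA[mSR-BI] cells | medium = Ham's F12 with 0.5% BSA, HEPES 25 mM, pH 7.4 | reagent = fluorescent DiI-HDL, 10 µg/mL final | compound dosing = single-point compound dose | incubation = 3 h, 37 °C | measured by = bottom-read fluorescence, 550/595 nm | measure = HDL uptake via cellular fluorescence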
# PKA-R2B activ – activators of human PKA-R2B complex | PKA-R2B holoenzyme dissociation, Cy5-IP20 fluorescence polarization; R2B truncated from residue 108, S112A mutant; 0% DMSO only, 100% 113 µM cGMP | activation, % at 11.4 µM | 340,000 compounds, 0.079% hits | AID 504700;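 active means activation above a cutoff set at the mean over all compounds plus 3 SD, cut at about 18% in these data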;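 further: higher means more holoenzyme dissociation and a rise in polarization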
# Target sequence (P31323 whole entry, looked up, other chains not shown, the tested form may be a part): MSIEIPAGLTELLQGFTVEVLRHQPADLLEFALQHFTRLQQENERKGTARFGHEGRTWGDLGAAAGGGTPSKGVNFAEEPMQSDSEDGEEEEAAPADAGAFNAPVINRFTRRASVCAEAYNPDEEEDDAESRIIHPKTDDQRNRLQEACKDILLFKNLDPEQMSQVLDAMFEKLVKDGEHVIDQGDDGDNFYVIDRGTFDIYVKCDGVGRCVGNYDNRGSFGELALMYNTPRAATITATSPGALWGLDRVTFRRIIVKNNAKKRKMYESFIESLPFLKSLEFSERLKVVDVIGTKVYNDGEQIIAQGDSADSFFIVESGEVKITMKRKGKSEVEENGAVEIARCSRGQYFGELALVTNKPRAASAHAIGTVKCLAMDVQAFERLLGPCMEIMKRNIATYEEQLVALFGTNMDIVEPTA
# RTF Ca sens inh – cardiac RTF calcium desensitization; AID 493244; inhibition, % at 7.15 µM; 340,000 compounds, 0.12% hits; IANBD-labeled cardiac RTF, Ca2+ fluorescence;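 active means inhibition above the mean inhibition of all tested compounds plus 3 SD, cut at about 17% in these data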;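 further: assay run at fixed EC70 calcium of 1.6 mM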
# cardiac RTF act – increases calcium sensitivity of human cardiac regulated thin filaments; IANBD-labeled TnC RTF fluorescence at EC20 calcium; 0% EC20 calcium, 100% full calcium; activation, % at 7.2 µM; P19429+P45379; AID 493008; 340,000 compounds, 0.24% hits;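 active means activation above the mean over all tested compounds plus 3 SD, cut at about 30% in these data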;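 further: rise in fluorescence read as greater calcium sensitivity of cardiac thin filaments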
# DAGLB inhibitor – diacylglycerol lipase beta (human) inhibition. HEK293T DAGLB membrane lysate, EnzChek fluorogenic substrate. inhibition, % at 5.17 µM. 340,000 compounds, 0.059% hits. AID 504411; in the data active means inhibition above about 34%;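 further: 0% = enzyme with vehicle and 100% = wells lacking enzyme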
# CAL PDZ FP-2 – inhibitors of human CAL PDZ peptide binding | Q9HD26 | purified CAL PDZ, TMR-peptide fluorescence polarization, 1 h | inhibition, % at 20 µM | 330,000 compounds, 0.02% hits | AID 504414;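 active means highest replicate inhibition of at least 40%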;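 further: plate controls were DMSO neutral control wells for no effect and unlabeled competitor peptide control wells for full effect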
#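 System: purified tagged CAL PDZ domain construct (CerCALP). Schedule: 1 h incubation at room temperature before polarization reading. Medium: 25 mM sodium phosphate pH 7.4, 150 mM NaCl, TCEP, IgG, Thesit. Read-out: percent inhibition from loss of millipolarization. Measured by: FP readout, S and P plane fluorescence. Probe or stimulus: fluorescent TMR peptide probe.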
# * = called active by the depositor; ? = inconclusive; · = not tested or not shown.
SMILES,CAL PDZ FP-1,Rtt109 HAT inh,LANA DNA inh,Keap1 Nrf2 FP,SR-BI DiI-HDL act,PKA-R2B activ,RTF Ca sens inh,cardiac RTF act,DAGLB inhibitor,CAL PDZ FP-2
Cc1cc(C)n2nc(/C(C#N)=C/c3ccccn3)c(C#N)c2n1,-3,-5,0.8,-1,-17,0,-11,1,0,-1.8
COc1ccc(N(CC(=O)NC2CCCC2)C(=O)c2ccc(N3CCCCC3)nc2)cc1,-6,-10,-5.3,-1,-14,-10,-6,4,1,·
CC1(CO)COC2(OC1)C(=O)Nc1ccccc12 (stereo not drawn),-8,-6,-1.9,0,10,-2,-14,-9,1,-1.6
Cc1occc1C(=O)O/N=C(\N)c1ccc(Cl)cc1,·,-4,-1.3,-4,-18,-6,-6,14,-11,-1.2
COc1ccc(-c2[nH]ncc2-c2csc(C)n2)c(O)c1,-2,-15,1.4,-4,5,-1,-4,2,0,-1.2
O=C(N/N=C/c1cn(-c2cccs2)nc1-c1ccccc1)c1ccccc1O,-4,-8,0.9,-3,-86,1,10,5,-2,-4.7
CCc1ccc(CN(Cc2cccnc2)C(=O)/C=C/c2ccc(OC)cc2)cc1,·,19,-3.9,-20,·,4,-16,5,0,1.6
Cc1[nH]c2ccccc2c1C(=O)COC(=O)c1nccnc1N,-4,-1,-0.7,-3,3,-15,-1,0,0,-0.7
CN(C)N1C(N)=C(C#N)C(c2ccccc2Cl)C2=C1CCCC2=O (stereo not drawn),0,2,-1.2,0,27,1,-6,-1,2,-0.6
O=C(CN(Cc1ccc(F)cc1)C(=O)Cn1nnc2ccccc21)NCC1CCCO1 (stereo not drawn),0,2,-0.4,-7,-2,-3,-4,0,1,-2.5
CCOC(=O)c1oc2ccc(S(=O)(=O)n3nc(-c4ccccc4)cc3N)cc2c1C,·,-24,0.2,-3,-33,-4,-3,-3,-4,-0.7
Cc1cc(C(=O)Nc2sccc2C(N)=O)c(C)o1,4,-9,1.9,-2,2,0,-6,2,-2,-1.9
COc1ccc(-n2nnnc2SCC(=O)Nc2c(C)n[nH]c2C)cc1,0,-1,0.1,2,5,6,1,-1,0,-1.1
Nc1nnc(-c2ccc(Cl)cc2)s1,2,5,1.5,-7,24,-6,5,0,-1,-1.8
CCOC(=O)c1c(N2C(=O)Nc3cc(Cl)c(Cl)cc3N2O)sc2c1CCCCC2,-7,6,1.3,2,-29,-1,-3,-11,23,-2.1
COC(=O)[C@H](Cc1c[nH]c2ccccc12)NC(=O)Cc1c[nH]c2ccccc12,-3,4,0.8,0,14,-13,-8,11,-3,-0.1
CCN(C(=O)CN1CCN(c2ccc(OC)cc2)CC1)c1c(N)n(Cc2ccccc2)c(=O)[nH]c1=O,-4,-4,0.1,-1,6,0,-9,-2,2,-1.5
COc1ccc(-c2cc(-c3nc4ccccn4c3NCc3ccccc3)ccc2OC)cc1,4,-5,-2.7,-3,-77,-12,-9,-3,0,1.0
NNC(=O)CN1C(c2ccccc2)=Nc2ccc(Br)cc2C1c1ccccc1 (stereo not drawn),-1,4,1.2,-6,21,-6,1,7,3,-1.7
O=c1c2ccccc2c(C=NCc2ccccn2)c(O)n1-c1ccccc1Cl,0,30,-0.6,-6,5,-9,-9,-2,-1,-0.8
COc1ccc(NC(=O)N2CCN(c3cccc(C(F)(F)F)c3)CC2)cc1OC,·,5,-0.6,-2,-18,12,-14,0,1,-2.4
CCCCP(=O)(CCCC)Cc1ccccc1,-4,-3,-0.7,-3,-4,5,-5,-3,2,-1.1
CSc1nsc(SCC(=O)Nc2cccc(NC(C)=O)c2)n1,-4,5,-1.1,-6,-7,-4,9,3,0,-2.8
N/C(Cc1cccc2ccccc12)=N\OC(=O)COc1ccccc1,-2,1,1.8,-2,18,8,-2,-4,-7,-0.6
CCOC(=O)CC1NC(=O)c2ccccc21 (stereo not drawn),-1,5,-1.4,-1,5,-10,7,1,-1,-2.6
Cc1ccc(NC(=O)CN2CCc3cc4c(cc3C2C)OCCCO4)cc1 (stereo not drawn),4,5,-1.6,0,-13,-4,-9,-5,-2,-1.9
S=C1NCN(CCc2ccccc2)CN1,·,-6,-0.1,-5,-3,·,·,·,·,0.6
Cc1ccc2c(c1)c1ncn(Cc3ccc(F)cc3)c(=O)c1n2C,-6,2,-0.2,-3,-21,-4,4,11,-1,-1.7
CC(C)c1ccc(Nc2nc(Cl)nc(NCc3ccco3)n2)cc1,-4,-1,-11,-5,-9,-3,7,-3,-5,-0.2
Cc1cc(=O)cc(C)[nH]1,-2,-3,-1.4,0,0,-3,3,1,2,-1.9
COc1ccc(CN2CCN(C(=O)c3cccs3)CC2)cc1,-1,-1,1.0,-5,20,-3,-3,3,-2,0.5
O=S(=O)(c1c(Cl)sc(Cl)c1Br)N1CCCC1,2,-5,-0.8,-1,12,-15,2,-4,-4,0.0
Clc1cccc(C2CCN(Cc3nc(COc4ccccc4)no3)C2)c1 (stereo not drawn),-4,-8,1.7,0,-11,-9,2,1,-12,-0.8
C[C@@H]1CC[C@]2(O[C@H](CCO)C[C@H](O)[C@H]2O)O1,-1,2,1.4,-5,-1,-11,5,-1,-1,0.0
O=C(Nc1cccc2c1CCCC2)C1CCCN(S(=O)(=O)c2cccc3nonc23)C1 (stereo not drawn),-2,-5,-1.0,-2,-18,-10,-2,-3,0,-0.4
c1ccc2c(c1)ncn2-c1ccc(-c2ccnc3ncnn23)cc1,-3,-7,-0.2,0,-30,-4,-4,-5,-1,-2.0
CCOc1ccc(Br)cc1C(=O)N/N=C/c1cccc(C)n1,-2,·,1.0,-5,25,-9,-2,-1,-2,-0.9
Oc1cccc(/C=N/n2c(C3CCCCC3)n[nH]c2=S)c1,3,3,-2.2,3,20,-9,-2,-2,1,0.3
COCCNC(=O)c1nn2c(C(F)(F)F)cc(-c3ccccc3)nc2c1Cl,-4,-3,1.4,-2,-26,1,-15,-2,0,-0.1
COc1cc(/C=C2\SC(=Nc3ccc(N4CCOCC4)cc3)N(C)C2=O)ccc1OC(C)C(=O)O (stereo not drawn),-7,?,0.5,-3,13,-2,-23,4,6,-3.6
O=C(c1ccc2c(c1)OCCO2)C1CCN(C(=O)Nc2ccccc2F)CC1,-4,-3,-0.7,4,-54,3,-8,-6,1,-2.6
O=C(NCCN1CCOCC1)c1cccnc1SCc1ccccc1Cl,0,·,-0.7,4,5,0,5,-3,1,-2.1
C=CCOC(=O)C1=C[C@H](c2coc3ccccc3c2=O)C[C@H](OCc2ccc(CO)cc2)O1,0,-1,1.0,-5,20,-7,-3,3,0,0.6
Cc1ccc(S(=O)(=O)c2cc(C)cc(S(=O)(=O)Nc3ccc(C(=O)O)cc3)c2C)cc1,-4,-11,1.2,3,·,-4,5,-5,2,-2.8
COc1cnc(-c2cccc(C(F)(F)F)c2)nc1OC,0,-6,1.0,0,0,1,-9,-6,-6,-1.5
CCN(c1cccc(C)c1)S(=O)(=O)c1ccc2c(c1)N(C(C)=O)CCS2,3,12,0.8,5,17,-6,-18,3,-4,-0.9
c1ccc(-n2nnnc2SCCCSc2nc3ccccc3s2)cc1,-4,-3,1.4,-1,9,9,-3,-3,-15,-2.2
CC(=O)NCCc1nc2cc(NC(=O)COc3ccc(C)cc3)ccc2n1C,·,-1,0.3,1,·,8,-17,5,1,-0.6
FC(F)(F)c1nnc2sc(-c3ccco3)nn12,·,5,-0.4,0,17,7,-5,-5,-1,-0.8
Cc1ccc(C)c2[nH]c(=O)c(CN(CCN3CCOCC3)Cc3nnnn3CC3CCCO3)cc12 (stereo not drawn),-6,5,-0.5,-6,8,-1,7,-5,1,0.8
COc1cc(-c2cc(C(=O)Nc3ccccc3N3CCOCC3)c3ccccc3n2)cc(OC)c1OC,-3,-5,-1.1,-1,-56,-8,3,0,-3,·
O=C(NCc1ccco1)c1cnccn1,-1,12,1.6,0,3,-4,3,2,-1,-0.2
Cc1cc(C)cc(OCCNC(=O)c2ccc(Br)cc2)c1,-2,19,-1.3,4,8,0,2,0,-15,-1.5
Cn1c(=O)[nH]c(=O)c2c1ncn2CCN1CCOCC1,-1,0,-0.1,-4,18,-1,-6,3,0,0.1
Cc1ccc(C)c(N2C(=O)CC(Cc3ccccc3)C2=O)c1 (stereo not drawn),7,-1,-0.2,-7,-4,8,-1,-6,1,-1.7
CCN(CC(=O)Nc1ccccc1C(F)(F)F)C(=O)C1=COCCO1,-3,·,·,·,2,-6,-5,1,5,0.5

# Assay outcomes from PubChem.
